Bioassay records: PubChem BioAssay, several laboratories
PLK1 kinase inh – human PLK1 kinase inhibitors, primary screen, biochemical, TR-FRET. inhibition, % at 10 µM. 97,000 compounds, 0.53% hits. recombinant PLK1 kinase, TR-FRET peptide phosphorylation. AID 619, 2007. Serine/threonine-protein kinase PLK1 (Homo sapiens), P53350;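 active means inhibition of 50% or more in the single-concentration screen; inactive means inhibition below 50%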;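 further: 0% = DMSO max control and 100% = H-89 dihydrochloride min control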
Target sequence (P53350 whole entry, looked up): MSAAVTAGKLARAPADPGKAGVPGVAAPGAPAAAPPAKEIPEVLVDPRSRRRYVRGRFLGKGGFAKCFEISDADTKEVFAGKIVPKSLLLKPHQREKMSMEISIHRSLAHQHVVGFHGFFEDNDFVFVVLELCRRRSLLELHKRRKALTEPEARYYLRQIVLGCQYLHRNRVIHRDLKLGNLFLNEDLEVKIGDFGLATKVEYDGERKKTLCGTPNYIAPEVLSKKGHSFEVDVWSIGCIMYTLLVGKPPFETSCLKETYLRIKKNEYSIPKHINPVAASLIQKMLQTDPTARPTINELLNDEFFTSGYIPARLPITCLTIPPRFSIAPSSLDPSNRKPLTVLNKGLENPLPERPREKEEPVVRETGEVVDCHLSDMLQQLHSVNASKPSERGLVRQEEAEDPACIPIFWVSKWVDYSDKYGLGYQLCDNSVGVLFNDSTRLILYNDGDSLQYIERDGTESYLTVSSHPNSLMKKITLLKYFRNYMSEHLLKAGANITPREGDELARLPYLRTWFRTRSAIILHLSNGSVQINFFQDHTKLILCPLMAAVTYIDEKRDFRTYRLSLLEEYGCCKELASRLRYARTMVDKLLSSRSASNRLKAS
cytoskel mod – modifiers of F-actin cytoskeleton organization, primary screen, imaging, HUVEC, phalloidin staining, high-content imaging. HUVEC TNFa F-actin phalloidin imaging. inhibition, % at 2 µM. 91,000 compounds, 0.18% hits. AID 836, 2007;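 active means inhibition above the batch mean plus 3 SD and confirmed as a hit by visual image inspection, cut at about 30% in these data, passing the limit was not always enough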; further: strong numbers were not always called active
LYP act – LYP phosphatase activators, primary screen, biochemical, DiFMUP fluorescence, 2 µM; 96,000 compounds, 0.11% hits; recombinant LYP; 0 = plate median, 100 = signal doubled; activation, % at 2 µM;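 active means activation at 2 µM above a set limit, the mean plus 5 SD, cut at about 37% in these data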
Rev-RRE block – HIV-1 Rev-RRE binding inhibitors, primary screen, biochemical, FRET, protein-RNA interaction; inhibition, % at 8 µM; 97,000 compounds, 0.79% hits; Rev peptide-RRE RNA binding; P05866;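 active means inhibition above the screen-wide mean plus 3 SD, cut at about 35% in these data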;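 further: 0% = median DMSO wells and 100% = median Neomycin B control wells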
Target sequence (P05866 whole entry, looked up): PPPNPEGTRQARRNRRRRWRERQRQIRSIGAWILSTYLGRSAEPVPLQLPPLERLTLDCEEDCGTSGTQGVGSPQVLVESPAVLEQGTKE
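Probe or stimulus: fluorescein-Rev peptide as binding partner; assay system: Cy5-tagged RRE RNA duplex with fluorescein-tagged Rev peptide; timing: 5 min compound–RNA preincubation, then 15 min with peptide, 25 °C; medium: HEPES pH 7.5 buffer with KCl, MgCl2, NaCl and EDTA; signal: fluorescein-to-Cy5 FRET, 480 nm excitation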
FAK inh – FAK kinase inhibitors, primary screen, biochemical; Focal adhesion kinase 1 (Homo sapiens), Q05397; biochemical FAK kinase activity assay; inhibition, %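 (tested at 7 µM)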; 97,000 compounds, 0.84% hits; in the data active means inhibition above about 19%;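 further: 0% = DMSO and 100% = reference compound high control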
EphB4 ephrin blk – EphB4-ephrin-B2 interaction antagonists, primary screen, biochemical, TNYL-RAW peptide probe, fluorescence polarization | EphB4 LBD / TNYL-RAW-Alexa532 peptide | 97,000 compounds, 0.15% hits | inhibition, % at 7 µM | Ephrin type-B receptor 4 (Homo sapiens), P54760 | AID 720, 2007;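 active means inhibition above the screen-wide mean inhibition plus 3 SD, cut at about 15% in these data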;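 further: 0% = DMSO wells and 100% = excess unlabeled TNYL-RAW peptide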
Plk1 PBD FP – Plk1 polo box domain binding inhibitors, primary screen, biochemical, fluorescence polarization | Plk1 PBD phosphopeptide binding | Serine/threonine-protein kinase PLK1 (Homo sapiens), P53350 | AID 693, 2007 | 97,000 compounds, 0.13% hits | inhibition, %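 (tested at about 20 µM)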; in the data active means inhibition above about 34%, passing the limit was not always enough
Pyk2 oligo antag – antagonists of Pyk2 self-association, primary screen, Q293 cells, FERM NanoBiT luminescence, HTS. Protein-tyrosine kinase 2-beta (Homo sapiens), Q14289. hits give low values. z-score (the deposit names both 25 µM and 10 µM). 99,000 compounds, 0.83% hits. AID 1347419, 2020;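 active means Z-score of -3 or lower, scaled per plate to the spread of control and sample wells; inactive means z-score above -3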;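 further: negative z-score means lost luminescence so less FERM oligomerization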
LYP inh 2 – PTPN22 phosphatase inhibitors, primary screen, biochemical, DiFMUP fluorescence, 2 µM. recombinant LYP catalytic domain. inhibition, % at 2 µM. 96,000 compounds, 0.21% hits;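 active means inhibition at 2 µM at or above a set limit, the screen mean plus 3 SD, cut at about 24% in these data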;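 further: 0% = DMSO with enzyme and 100% = enzyme fully blocked by orthovanadate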
* hit, by the source's call; · = no result given. Rows were taken by chance (roughly 3.5% active in at least one column).

SMILES	PLK1 kinase inh	cytoskel mod	LYP act	Rev-RRE block	FAK inh	EphB4 ephrin blk	Plk1 PBD FP	Pyk2 oligo antag	LYP inh 2
Cc1ccc(CCNC(=O)C2CCCN(S(=O)(=O)c3cccs3)C2)cc1 (stereo not given)	-3.2	-2.4	5.7	6.5	1.8	3.3	6.4	-1.12	-6.3
Cc1cn(C2C=CC(CO)O2)c(=O)[nH]c1=O (stereo not given)	5.9	-0.1	-9.4	11.2	-2.3	4.1	-12.7	-0.51	11.5
CCOC(=O)CN(C(=O)CSc1nnc(CNc2ccc(C)cc2C)o1)c1ccccc1	-3.2	19.9	-4.5	0.2	5.5	-0.2	4.4	0.34	4.5
O=C(Nc1ccc(NC(=O)C2CCCCC2)cn1)c1ccco1	-5.6	20.1	-6.8	1.1	7.3	-3.1	-8.5	0.25	4.7
COc1ccc(Br)cc1CNC(=O)Nc1cccs1	-0.5	-9.6	8.1	-3.5	6.5	-2.8	-3.5	0.08	-8.5
O=C1C(Cl)=C(NCC2CCCO2)C(=O)N1Cc1ccccc1 (stereo not given)	0.1	-2.4	-2.6	0.9	1.8	1.2	-28.0	0.25	-0.6
CCOC(=O)c1cc(=O)cc(C(=O)OCC)o1	-6.4	-28.5	13.0	11.5	4.6	4.1	-12.2	0.12	-14.7
COc1ccc(C2SCC(=O)N2c2c(C)n(C)n(-c3ccccc3)c2=O)c(OC)c1 (stereo not given)	-14.3	-24.8	-1.7	7.8	-0.6	5.1	-22.9	0.77	-0.7
CC(C)(C)C(=O)NC(=S)Nc1cc(C(F)(F)F)ccc1N1CCOCC1	-19.2	6.5	-4.4	-2.9	1.1	-5.6	-14.0	-1.39	4.2
c1ccc(COn2c(-c3ccccc3)nc3c2CCc2nonc2-3)cc1	1.8	24.1	1.4	3.0	1.3	1.7	-15.0	-1.18	-2.0
Oc1ccc2[nH]cnc2c1CN1CCCCC1	-14.7	9.1	-1.5	8.4	7.5	2.8	1.0	-0.41	5.1
O=C(NCCN1C(=O)C2C3C=CC(C3)C2C1=O)Nc1ccccc1O (stereo not given)	-9.5	-8.2	14.8	1.7	-0.7	-3.1	-10.0	·	-18.1
CC(=O)NCCOc1ccc(C(=O)O)cc1	2.3	·	4.3	0.3	-6.0	-9.0	-10.0	1.3	-3.7
COc1ccc(CCNc2nc3c(c(=O)n(C)c(=O)n3C)n2C)cc1OC	-13.1	-8.4	5.3	-2.8	-4.2	1.2	-2.0	1.16	-5.7
COc1ccc(C(=O)N2CC3(C)CC2CC(C)(C)C3)cc1 (stereo not given)	-3.6	-4.9	-2.3	-2.6	3.0	-4.1	2.5	0.14	6.2
COc1ccc(C(=O)NCC23C=CC(O2)C2C(=O)N(Cc4ccccc4)C(=O)C23)cc1 (stereo not given)	-20.0	20.9	-11.0	0.6	2.6	-5.8	14.7	-0.39	10.4
COc1ccccc1Nc1nc(N)nc(CN2CCN(c3ccccc3F)CC2)n1	-8.0	-2.0	2.1	9.6	-0.4	-1.8	4.6	-0.01	-1.6
Cc1c(C(N)=O)sc2ncn(CC(=O)OC(C)C)c(=O)c12	-5.8	3.0	-3.5	15.4	6.7	8.2	6.8	-0.01	4.9
COc1ccc(N2Cc3cccc(C(=O)N4CCOCC4)c3C2=O)cc1	-10.6	·	31.9	4.4	0.1	1.6	15.7	0.01	-32.4
Cc1cc(Nc2ccccc2)nn1C(=O)c1ccc(Br)cc1	-2.0	·	-4.4	10.2	-1.6	0.1	-14.6	-0.03	4.9
CN(C(=O)CSc1nnc(-c2ccncc2)n1C)C1CCS(=O)(=O)C1 (stereo not given)	-3.3	38.8	-2.1	10.3	0.2	4.2	-27.6	0.2	4.2
COC(=O)c1ccc(Cl)c(NC(=O)CSc2ncn[nH]2)c1	-7.1	25.6	-0.9	2.7	-0.6	-1.6	-20.0	-0.82	-0.3
COc1ccc(C(=O)c2c[nH]c(C(=O)NCc3cccnc3)c2)cc1	-11.9	15.1	-5.3	4.3	-8.5	2.4	4.8	-0.75	11.0
Cc1oc2c(c1C(=O)NC(Cc1c[nH]c3ccccc13)C(=O)O)CCCC2 (stereo not given)	-23.7	0.7	1.7	3.8	-3.3	8.9	-0.4	0.08	-2.3
COc1ccc(OCC(=O)N2CCN(C(=O)COc3ccccc3)CC2)cc1	-6.7	·	-9.3	7.7	-3.6	1.1	24.3	-0.69	8.5
More records follow:
SMILES	PLK1 kinase inh	cytoskel mod	LYP act	Rev-RRE block	FAK inh	EphB4 ephrin blk	Plk1 PBD FP	Pyk2 oligo antag	LYP inh 2
COc1ccc(-c2c(S(=O)(=O)c3ccccc3)cnn2-c2ccccc2)cc1	-8.6	11.6	-2.4	7.4	4.0	-2.6	12.2	-2.98	4.4
CCOC(=O)C1CCN(C(=O)CCCN2C(=O)c3ccccc3C2=O)CC1	-14.6	2.0	9.9	3.4	2.1	-6.2	5.4	0.1	-9.4
Cn1cccc1/C=N/n1c(-c2ccc(Cl)cc2)n[nH]c1=S	-1.5	9.5	-3.0	-0.9	8.3	1.3	-9.0	-1.02	8.9
c1ccc(-c2noc(-c3cccs3)n2)nc1	-11.2	-8.3	-8.0	10.0	0.7	4.1	-3.5	-0.38	7.6
CS(=O)(=O)N(CC(=O)N1CCOCC1)c1ccc2c3c(cccc13)CC2	-15.2	33.2	-5.7	3.5	-0.3	3.7	0.2	0.03	9.1
COc1cc(C(C(=O)NC(C)(C)C)N(C(=O)CNC(=O)c2cccs2)c2ccccc2)cc(OC)c1OC (stereo not given)	-2.2	-11.0	4.6	-5.8	2.8	-1.4	22.3	0.56	-0.4
C=CCN1C(=O)C(CC(=O)Nc2ccccc2)SC1=Nc1c(C)n(C)n(-c2ccccc2)c1=O (stereo not given)	-10.9	-16.3	-4.3	-0.1	0.5	0.7	-16.3	0.07	6.3
COc1ccccc1CNC(=O)C1CC(c2ccc([N+](=O)[O-])cc2)=NO1 (stereo not given)	-4.8	10.1	6.5	-0.2	-0.6	3.3	-1.8	·	-2.3
COC(=O)c1sc2ccc(C)cc2c1C(=O)OC	-11.3	-11.7	0.4	9.3	-0.3	4.7	-0.8	1.01	-0.9
O=C1CC(c2ccc(S(=O)(=O)N3CCCCC3)cc2)CN1 (stereo not given)	-5.0	0.5	-7.8	6.3	-2.8	3.9	-0.1	0.14	0.7
Cc1ccc(NC(=O)c2ccc(S(=O)(=O)NCC3CCCO3)cc2)cc1 (stereo not given)	-9.1	12.7	4.3	2.3	-1.9	-6.3	-5.5	2.94	-5.8
COc1ccc(S(=O)(=O)n2ccc(C)n2)cc1C	3.8	-0.6	4.7	1.2	-1.3	-16.3	19.9	0.39	-3.7
O=C1C2CC=C(Cl)CC2C(=O)N1CCc1c[nH]c2ccccc12 (stereo not given)	-5.4	-10.4	3.4	3.9	-5.0	1.1	12.1	-0.53	-3.1
Nc1ccc(C(=O)N2CCCC2)cc1	-7.5	-39.2	5.5	-2.2	0.2	-6.2	4.8	0.77	-6.8
Nc1c(-c2cccc(Cl)c2)cnn1-c1cccc([N+](=O)[O-])c1	-1.7	14.9	12.9	4.8	8.7	-0.1	-22.4	-0.6	-9.9
Cc1cc(NC(=O)CSc2nc3c(sc4ccccc43)c(=O)n2CCc2ccccc2)n[nH]1	-8.7	10.0	-8.4	-4.0	1.3	-3.3	14.1	0.32	7.3
CC(=O)c1cccc(-n2c(CCC(=O)O)ccc2-c2cccs2)c1	-8.1	9.7	-3.2	4.0	-4.6	-1.5	-16.0	-0.29	0.3
CCCOc1ccc(N2C(=O)CC(N(Cc3ccc(S(N)(=O)=O)cc3)C(=O)CC)C2=O)cc1 (stereo not given)	-10.9	-1.6	-1.5	0.2	0.1	2.6	17.6	0.35	-2.7
O=C(O)CC1C(=O)OCN1C(=O)OCc1ccccc1 (stereo not given)	3.5	10.0	3.8	4.1	-2.0	4.6	-8.8	0.38	-2.6
CCOC(=O)c1cnc2c(c(C)nn2C)c1Oc1ccc(Cl)cc1	-5.7	0.9	15.7	1.5	-6.7	-8.8	-31.7	-0.39	-11.9
CCOC(=O)C(NCc1ccccc1OC)(NC(=O)CC)C(F)(F)F (stereo not given)	2.1	17.8	-3.1	6.7	-3.3	5.0	-17.8	1.16	5.8
CC1=C(C)CC(C(=O)c2ccccc2)C(C(=O)O)C1 (stereo not given)	-3.8	5.7	-4.3	1.0	8.6	-1.2	-24.1	0.07	2.8
Cc1nnc(N2C(=O)c3cccc4cccc(c34)C2=O)s1	-0.7	23.1	3.4	2.9	-2.3	-2.3	-7.9	0.55	-1.3
O=C(NCCc1ccc(Cl)cc1)C1CCN(c2cnccn2)CC1	-1.9	9.6	1.1	1.1	2.5	-1.0	8.4	0.01	-3.0
Cc1ccc(C)c(NC(=O)CCN2CC(C)OC(C)C2)c1 (stereo not given)	-6.5	-10.5	-6.8	5.8	0.2	-0.7	12.4	-0.74	4.9
Additional structures follow:
SMILES	PLK1 kinase inh	cytoskel mod	LYP act	Rev-RRE block	FAK inh	EphB4 ephrin blk	Plk1 PBD FP	Pyk2 oligo antag	LYP inh 2
CSc1nnc2c(n1)OC(c1ccsc1)N(C(C)=O)c1ccccc1-2 (stereo not given)	-5.2	23.6	10.3	2.2	-1.1	-2.4	7.5	0.5	-12.3
O=C(Nc1c(C(=O)O)[nH]c2ccccc12)NC1CCCCC1	-6.1	35.9	-5.9	5.4	-2.4	5.7	16.9	-0.99	9.7
Cc1ccc(NC(=O)CN(C)S(=O)(=O)c2cnc[nH]2)cc1C	4.7	15.2	1.1	2.1	0.7	5.7	-15.3	-0.35	-1.6
C=CCn1c(SCC(=O)Nc2ccc3c(c2)OCO3)nnc1-c1ccccc1O	-8.9	-0.9	-5.2	3.2	0.9	-0.4	-1.9	-1.07	5.2
COC(=O)Cc1[nH]nc2c1C(C1C=CCCC1)C(C#N)=C(N)O2 (stereo not given)	2.7	6.5	-1.1	-2.3	0.3	-2.1	0.2	-0.54	-1.8
CC1(C)N=C(C(=O)c2ccccc2)N(O)C1(C)O (stereo not given)	-5.0	-33.7	2.7	5.9	2.5	3.4	3.8	0.13	-2.7
c1ccc2sc(C3CCN(Cc4nnnn4Cc4ccc5c(c4)OCO5)CC3)nc2c1	-14.0	-23.5	-11.4	9.0	-1.6	-4.8	-3.7	-2.43	13.7

Ordered by formula weight (smallest number first): part of the list above
SMILES	PLK1 kinase inh	cytoskel mod	LYP act	Rev-RRE block	FAK inh	EphB4 ephrin blk	Plk1 PBD FP	Pyk2 oligo antag	LYP inh 2
CC1(C)N=C(C(=O)c2ccccc2)N(O)C1(C)O (stereo not given)	-5.0	-33.7	2.7	5.9	2.5	3.4	3.8	0.13	-2.7
Cc1ccc(C)c(NC(=O)CCN2CC(C)OC(C)C2)c1 (stereo not given)	-6.5	-10.5	-6.8	5.8	0.2	-0.7	12.4	-0.74	4.9
O=C(Nc1c(C(=O)O)[nH]c2ccccc12)NC1CCCCC1	-6.1	35.9	-5.9	5.4	-2.4	5.7	16.9	-0.99	9.7
O=C(NCCc1ccc(Cl)cc1)C1CCN(c2cnccn2)CC1	-1.9	9.6	1.1	1.1	2.5	-1.0	8.4	0.01	-3.0
C=CCn1c(SCC(=O)Nc2ccc3c(c2)OCO3)nnc1-c1ccccc1O	-8.9	-0.9	-5.2	3.2	0.9	-0.4	-1.9	-1.07	5.2
c1ccc2sc(C3CCN(Cc4nnnn4Cc4ccc5c(c4)OCO5)CC3)nc2c1	-14.0	-23.5	-11.4	9.0	-1.6	-4.8	-3.7	-2.43	13.7
